Chronic BCR inh = blocks chronic active B-cell receptor signaling. ABC-DLBCL IkBa-CBG/CBR reporter, luminescence ratio, 4 h. Potency, µM (doses to about 46.1 µM), for the others: top-dose ratio change, negative = lower green/red ratio, actives largely listed as inhibitors. 340,000 compounds, 0.05% hits; active means well fitted inhibition curve with a large enough effect in the signal ratio, with a control signal flat, not every such curve was filed as active; inconclusive means small, poorly fitted or top-dose-only effect, or effect the other way, or a change in a side signal; the % refers to the signal ratio;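 further: potency means the concentration at half of the fitted maximal effect; plate controls were basal doxycycline-induced cells for no effect and cells given 10 µM MG132 for full effect; MG132 reads +100%, hits lower the ratio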
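Cell line TMD8 (human ABC DLBCL), stably expressing tet-inducible CBG68-IkBa fusion and CBR; IMDM/0.5% FBS; cpd up to 46 uM; dox induction, 4 h, 37C/5% CO2; dual luminescence; green/red ratio; MG132 control.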
CXXC DNA block = inhibitors of human MLL CXXC domain-DNA interaction. MLL-CXXC / FITC-HOXA9 DNA fluorescence polarization. Potency, µM (series often up to 115 µM), for the others: top-dose activity change, negative = inhibition, most hits filed as inhibitors. 290,000 compounds, 0.037% hits. AID 2662; active means well fitted inhibition curve with a large enough effect in the polarisation, with a control signal flat, not every such curve was filed as active; inconclusive means small, poorly fitted or top-dose-only effect, or effect the other way, or a change in a side signal; inactive means no such curve, though single readings can be large or run the other way; the % refers to the polarisation; further: potency means the concentration at half of the fitted maximal effect
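Steps: dispense CXXC domain solution (7 uM) → pin compounds or unlabeled HOX-A9 DNA control → 5 min ambient → add FLSN-HOX-A9 solution (50 nM) → spin → 30 min ambient → fluorescence polarization. Tris pH 7.5/NaCl/DTT/BSA buffer.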
TCR act = activates T cell receptor signaling. primary human leukocytes, anti-CD3, IL-2 HTRF, 48 h. Potency, µM (top dose mostly 9.22 µM), without a hit: at the top dose activation of IL-2 secretion, usual class: activators. 330,000 tested, under 10 active; further: % of control where 0% means no effect
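IL-2 release read by HTRF sandwich (Eu cryptate donor, d2 acceptor, 665 nm emission) after 48 hr exposure of primary human leukocytes to compound together with anti-CD3 beads in the absence of co-stimulatory signals.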
TSHR antagonist = antagonists of human thyroid stimulating hormone receptor; P16473; activity change, negative = inhibition, % at 11.5 µM; 330,000 compounds, 0.2% hits; TSHR-expressing cells, TSH-stimulated cAMP HTRF, 2 h; active compounds read low;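 active means activity change below a set negative limit, meaning inhibition stronger than a set level, cut at about -70% in these data; inconclusive means activity change between two set negative limits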; further: on the % scale 0 is the no-effect control and ±100 the full control effect
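Freshly harvested TSHR cells receive pin-tooled compound, then EC80 TSH at 4nM final. After 2 hours at 37 deg C, antibody in lysis buffer and cAMP-d2 are added; 30 minutes at ambient temperature precede the HTRF read.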
hERG WT inh = KCNH2 (human, wildtype) channel inhibition | Q12809 | U2OS, BacMam KCNH2, thallium flux FluxOr; active compounds read low | activity change, % at 1.84 µM | 340,000 compounds, 0.37% hits;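 active means maximum activity change below -70%; inconclusive means maximum activity change between -70% and -50%; inactive means maximum activity change above -50%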; further: on the % scale 0 is the no-effect control and ±100 the full control effect
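U2OS cells were transduced with wild-type KCNH2 virus (2.03 x 10^8 / mL) for 4 h at room temperature, then cultured overnight at 37 C. Thallium flux was read with FluxOr dye. Rate constants were normalized to DMSO controls.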
GALK inh = galactokinase (human) inhibition | P51570 | Potency, µM (highest dose often 57.5 µM), without a hit: at the highest dose activity change, negative = inhibition, actives largely listed as inhibitors | Purified GALK, Kinase-Glo residual ATP luminescence | 270,000 compounds, 0.007% hits; further: potency means the concentration at half of the fitted maximal effect; on the % scale 0 is the no-effect control and ±100 the full control effect
Target sequence (P51570 whole entry, looked up): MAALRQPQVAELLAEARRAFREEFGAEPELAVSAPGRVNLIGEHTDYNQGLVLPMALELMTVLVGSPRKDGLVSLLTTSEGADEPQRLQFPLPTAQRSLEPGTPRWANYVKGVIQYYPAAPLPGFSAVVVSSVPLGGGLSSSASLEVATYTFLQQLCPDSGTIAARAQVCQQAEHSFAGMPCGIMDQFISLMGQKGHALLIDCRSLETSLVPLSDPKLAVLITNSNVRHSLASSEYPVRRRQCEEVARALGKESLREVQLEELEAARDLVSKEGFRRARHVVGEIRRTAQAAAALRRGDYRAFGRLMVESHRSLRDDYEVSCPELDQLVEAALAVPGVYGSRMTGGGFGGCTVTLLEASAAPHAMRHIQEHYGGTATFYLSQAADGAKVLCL
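5 nM enzyme, 35 uM ATP, 100 uM galactose, 20 mM HEPES pH8.0, 5 mM MgCl2; 1 h RT; residual ATP by Kinase-Glo Plus luminescence, qHTS format.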
Tb PFK block = inhibitors of T. brucei phosphofructokinase. O15648. T. brucei PFK, ADP-Glo luminescence. Potency, µM (highest dose often 57.5 µM), for inactives: at the top dose activity, negative = inhibition, actives largely listed as inhibitors. 330,000 compounds, 0.17% hits. AID 485367;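 further: potency means the concentration at half of the fitted maximal effect; 0% = uninhibited 1x PFK enzyme wells and -100% = no-enzyme wells; nearly all actives have a fitted effect of over 60% in size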
Target sequence (O15648 whole entry, looked up): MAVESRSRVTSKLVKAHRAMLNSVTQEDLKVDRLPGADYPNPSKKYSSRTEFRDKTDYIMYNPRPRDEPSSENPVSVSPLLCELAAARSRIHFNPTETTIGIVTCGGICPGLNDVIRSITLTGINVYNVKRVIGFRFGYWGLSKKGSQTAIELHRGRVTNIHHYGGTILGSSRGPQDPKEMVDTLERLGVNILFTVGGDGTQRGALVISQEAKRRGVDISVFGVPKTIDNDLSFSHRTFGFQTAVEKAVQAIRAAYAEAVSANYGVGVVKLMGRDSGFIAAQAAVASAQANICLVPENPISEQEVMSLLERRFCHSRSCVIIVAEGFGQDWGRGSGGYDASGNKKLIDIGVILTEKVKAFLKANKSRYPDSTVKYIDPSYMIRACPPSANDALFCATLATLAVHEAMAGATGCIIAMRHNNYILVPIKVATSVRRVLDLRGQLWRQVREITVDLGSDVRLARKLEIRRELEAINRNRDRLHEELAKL
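Compounds were pin-transferred as a titration series up to 57 uM into substrate buffer (0.5 mM F6P, 0.1 mM ATP, pH 8.0), then 1.25 nM PFK was added and reactions ran 45 min before ADP-Glo detection.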
A-T KAP1 phos = candidate therapy for ataxia-telangiectasia. […] A-T fibroblasts, KAP-1 phosphorylation AlphaLISA; neocarzinostatin DNA damage 30 min before lysis. 320,000 compounds, 0.19% hits. Potency, µM (series often up to 57.5 µM), for the others: at the top dose activation, usual class: activators; further: potency means the concentration at half of the fitted maximal effect; % of control where 0% means no effect; nearly all actives have a fitted effect of over 45% in size
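hTERT-immortalized A-T patient fibroblasts ([…]), 500 cells/well in OPTI-MEM, 1% FBS, got compounds for 60 min, then NCS for 30 min at 37C. Lysates were then assayed for phospho-KAP-1 by AlphaLISA (anti-pKAP1 donor, anti-KAP1 acceptor beads), 6 hr at 25C.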
Giardia kill = Giardia lamblia killing | Giardia lamblia trophozoite viability | activity change, % at 7.66 µM, hits read low | 340,000 compounds, 0.15% hits | AID 540267; in the data active means activity change below about -80%; inconclusive means between about -30% and that limit;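 further: parasites exposed to compound for two days anaerobically before the ATP read; on the % scale 0 is the no-effect control and ±100 the full control effect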
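Killing of trophozoites was scored by loss of ATP luminescence after a 48 hrs anaerobic exposure to compounds at 37 deg C, using 100 cells per well.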
FBPA coupling cs = coupling enzyme interference in Giardia aldolase counter-screen; coupling enzyme system counterscreen, AmpLite Red fluorescence; activity change, negative = inhibition, % at 58.2 µM, hits read low; 290,000 compounds, 0.67% hits; in the data active means activity change below about -30%; further: on the % scale 0 is the no-effect control and ±100 the full control effect
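Fluorescence at 525 nm excitation and 598 nm emission measured inhibition of the coupled detection system without aldolase. Compounds (at 57.5 uM final) were preincubated 10 min at room temperature with coupling enzyme reagent before a 20 min substrate/AmpLite Red step.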
Active calls of the source: *; u = inconclusive; x = no result given; & = joins results of further samples; [ ] = dose if it differs, or a comment. Unless noted, the call rests on the fitted dose curve; in most records, active means well fitted curve in the direction sought with a large enough effect; inconclusive means small, poorly fitted or top-dose-only effect, or another doubt; inactive means no such curve, though single readings can be large; an effect the other way counts as inactive or inconclusive.

cpd	Structure	Chronic BCR inh	CXXC DNA block	TCR act	TSHR antagonist	hERG WT inh
1	NC(=O)Cc1ccc2c(c1)[nH]c1ccccc12	4%	0%	-2%	27	-7
2	CCc1nc(N2CCCCC2C(=O)O)c2oc3ccccc3c2n1 (configuration not stated)	12%	32%	1%	-9	1
3	Cc1ccc(NC(=S)NCc2cccnc2)cc1	-1%	-3%	2%	-10	-1
4	O=C(Cn1ccc(NC(=O)OCc2ccccc2)nc1=O)NCCc1ccccn1	-2%	x	-2%	-11	4
5	C=CCn1c(SCC(N)=O)nnc1-c1cc2c(s1)CCC(CC)C2 (configuration not stated)	u	-1%	-1%[46.1 µM]	4	-9
6	CCOC(=O)NC(NS(=O)(=O)c1ccccc1)(C(=O)OCC)C(F)(F)F (configuration not stated)	-4%	u	-1%[46.1 µM]	9	-7
7	CN=Cc1c(NC)nc2c(C)cccn2c1=O	-3%	-7%	-2%	6	8
8	COCCn1cnc2c1c(=O)n(Cc1ccc(C#N)cc1)c(=O)n2Cc1ccccc1	-2%	-6%	-5%	-8	-4
9	CCCc1[nH]n(-c2ccc([N+](=O)[O-])cc2)c(=O)c1C=NCCc1ccc(OC)c(OC)c1	u	-3%	-2%	0	6
10	N#Cc1ccc(C23CC4(C2)[C@H](CN(CC2CCCCC2)[C@@H]4c2ccccc2)C3c2ccc(Cl)nc2)cc1 (some centres not stated)	5%	2%	0%	-6	-10
11	O=C(OCC(=O)N1CCOCC1)C(c1ccccc1)c1ccccc1	-1%	3%	-4%	6	-9
12	Oc1c(C2=NCCNC(C(F)(F)F)=C2)ccc2ccccc12	-8%	u	0%	1	-1
13	C=CCN1C=C2C(=O)C(C)(OC(=O)C3CCCC3)C(=O)C(c3ccccc3)=C2C=C1CCCC(=O)OC (configuration not stated)	6%	0%	5%	-8	5
14	Cc1coc2cc3oc(=O)c(CCC(=O)NCCN4CCOCC4)c(C)c3cc12	8%	-4%	-10%	-13	-5
15	O=C(NNC1CC(=O)N(c2ccccc2)C1=O)c1cccnc1 (configuration not stated)	-1%	-4%	3%	-2	-7

cpd	GALK inh	Tb PFK block	A-T KAP1 phos	Giardia kill	FBPA coupling cs
1	1%	1%	-3%	0	1
2	-2%	1%	4%	-10	5
3	3%	-2%	-2%	-15	-23
4	x	-2%	2%	-5	x
5	-2%	-3%	3%	-12	1
6	0%	-7%	-11%	-8	2
7	-2%	1%	-1%	-1	-1
8	-2%	0%	6%	-5	2
9	0%	-1%	-9%	-20	2
10	5%	1%	-10%	12	1&-1
11	0%	-2%	6%	-2	1
12	-1%	-3%	0%	-27	-11
13	1%	0%	-16%	8	-2&-26
14	x	5%	17%	-4	0
15	x	3%	4%	-10	1

In a second layout: results already given.
| entry | SMILES | Chronic BCR inh | CXXC DNA block | TCR act | TSHR antagonist | hERG WT inh | GALK inh | Tb PFK block | A-T KAP1 phos | Giardia kill | FBPA coupling cs |
| --- | --- | --- | --- | --- | --- | --- | --- | --- | --- | --- | --- |
| 5 | C=CCn1c(SCC(N)=O)nnc1-c1cc2c(s1)CCC(CC)C2 (configuration not stated) | u | -1% | -1%[46.1 µM] | 4 | -9 | -2% | -3% | 3% | -12 | 1 |
| 6 | CCOC(=O)NC(NS(=O)(=O)c1ccccc1)(C(=O)OCC)C(F)(F)F (configuration not stated) | -4% | u | -1%[46.1 µM] | 9 | -7 | 0% | -7% | -11% | -8 | 2 |
| 7 | CN=Cc1c(NC)nc2c(C)cccn2c1=O | -3% | -7% | -2% | 6 | 8 | -2% | 1% | -1% | -1 | -1 |
| 8 | COCCn1cnc2c1c(=O)n(Cc1ccc(C#N)cc1)c(=O)n2Cc1ccccc1 | -2% | -6% | -5% | -8 | -4 | -2% | 0% | 6% | -5 | 2 |
| 9 | CCCc1[nH]n(-c2ccc([N+](=O)[O-])cc2)c(=O)c1C=NCCc1ccc(OC)c(OC)c1 | u | -3% | -2% | 0 | 6 | 0% | -1% | -9% | -20 | 2 |

More entries follow.
cpd	Structure	Chronic BCR inh	CXXC DNA block	TCR act	TSHR antagonist	hERG WT inh
16	CSc1ncccc1C(=O)NCc1nnc2ccccn12	-2%	x	0%	5	-2
17	CCc1nc(N2CCN(C(=S)NCCCOC)CC2)c2c3c(sc2n1)CCCC3	u	25%	-4%	-15	2
18	Cc1cc(C)c2c(NC(=O)CCl)nn(C)c2n1	u	5%	3%	0	4
19	CC(C)NC(=S)NCc1cccs1	u	4%	2%	9	-16
20	O=C(Nc1cccc2cccc(NC(=O)c3ccco3)c12)c1ccco1	u	2%	-5%	1	-18
21	O=C1Nc2ccccc2CCC1Sc1nnc(-c2ccc(Cl)cc2)s1 (configuration not stated)	-3%	2%	8%[46.1 µM]	2	6
22	O=c1c2c3c(sc2n2cnnc2n1-c1ccccc1)N(Cc1ccccc1)CCC3	-2%	10%	x	-12	-13
23	Cn1c(N2CCN(C(=O)C34CC5CC(CC(C5)C3)C4)CC2)nc2ccccc21	u	3%	x	-2	x
24	CSCCC1NC(=O)N(CC(=O)Nc2ccc(Br)cc2Br)C1=O (configuration not stated)	-4%	-13%	3%	-1	-1
25	O=C(CN1C(=O)C2CC=CCC2C1=O)NC1=NCCS1 (configuration not stated)	3%	1%	2%	1	-3
26	CCC1CCCCN1CCCNC(=O)C1CCC(CNS(=O)(=O)c2c(C)cc(C)cc2C)CC1 (configuration not stated)	-4%	-2%	-6%	3	6
27	Cc1ccc(S(=O)(=O)/N=C(/Nc2cccc3ccccc23)c2ccc(F)cc2)cc1	1%	-7%	3%	-1	-4
28	Cc1cc(C)n(Cc2ccc(NC(=O)c3nn(C)cc3[N+](=O)[O-])cc2)n1	u	-2%	x	7	-5
29	CCOC(=O)C(NC(=O)c1ccccc1F)(Nc1cc(C)on1)C(F)(F)F (configuration not stated)	-2%	-1%	-1%[46.1 µM]	0	1
30	COc1ccc(N(CC(=O)Nc2ccccc2C(=O)N2CCOCC2)S(=O)(=O)c2ccc(F)cc2)cc1	5%	-1%	-2%[46.1 µM]	29	3

cpd	GALK inh	Tb PFK block	A-T KAP1 phos	Giardia kill	FBPA coupling cs
16	x	-3%	3%	18	x
17	-5%	0%	-7%	-11	1
18	-1%	-5%	x	25	-2
19	-2%	8%	-10%	-19	0
20	-4%	12%	-1%	-21	-1
21	-5%	0%	2%	-4	0
22	6%	-3%	3%	-2	-5
23	-1%	-1%	2%	x	-1
24	x	-4%	-3%	11	1
25	-2%	-3%	-4%	12	1
26	6%	-17%	-24%	37[activator]	x
27	3%	-3%	4%	5	-2
28	0%	2%	-2%	5	-1
29	x	2%	0%	11	0
30	2%	0%	-5%	-1	2

Additional entries follow.
cpd	Structure	Chronic BCR inh	CXXC DNA block	TCR act	TSHR antagonist	hERG WT inh
31	O=C(O)C1=CCCN(CCON=C(c2ccccc2)c2ccccc2)C1	u	u	-2%	22&-3	5
32	CCCCCN(C(=O)CCC(=O)OC(C)C(=O)NCc1ccccc1)c1c(N)n(CCCC)c(=O)[nH]c1=O (configuration not stated)	-10%	x	3%	-6	2
33	O=C1NC(N2CCOCC2)=N/C1=C/c1ccc2c(c1)OCO2	u	9%	x	-9	-17
34	CCC1(C)Cc2nc3[nH]c(=S)n(-c4ccccc4C)c(=O)c3cc2CO1 (configuration not stated)	1%	2%	1%	-12	-3
35	COc1cccc2c(=O)cc(C)n(CC(=O)Nc3ccccc3C)c12	-10%	-6%	-3%	3	-2
36	CCOC(=O)c1ccccc1NC(=O)CSc1nnnn1C1CCCCC1	u	10%	-41%	-2	-19
37	COc1ccccc1N(CC(=O)NC1CCCC1)S(=O)(=O)c1ccc(C)cc1	u	4%	-2%	-2	1
38	Cc1occc1C(=O)Nc1cccc(C(=O)NCc2ccccc2)c1	0%	1%	-4%	13	28

cpd	GALK inh	Tb PFK block	A-T KAP1 phos	Giardia kill	FBPA coupling cs
31	x	-4%	-6%	4	0
32	x	-8%	8%	u	x
33	1%	3%	-2%	3	-1
34	8%	-12%	27%	-2	-5
35	0%	2%	3%	-4	5
36	-2%	5%	12%	9	4
37	5%	-4%	15%	5	-2
38	0%	1%	-2%	1	1
